Source: PubChem BioAssay (several laboratories)
IDE act: IDE (human) activation, cell-based. HEK cells, FAbeta-B cleavage, fluorescence polarization; 0% vehicle, 100% cell-free pure enzyme wells. AID 493087. activation, % at 5.96 µM. 0.073% of 340,000 active;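 active means activation above the mean of all tested compounds plus 3 SD, set per screening campaign, cut at about 17% in these data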
Target sequence (P14735 whole entry, looked up): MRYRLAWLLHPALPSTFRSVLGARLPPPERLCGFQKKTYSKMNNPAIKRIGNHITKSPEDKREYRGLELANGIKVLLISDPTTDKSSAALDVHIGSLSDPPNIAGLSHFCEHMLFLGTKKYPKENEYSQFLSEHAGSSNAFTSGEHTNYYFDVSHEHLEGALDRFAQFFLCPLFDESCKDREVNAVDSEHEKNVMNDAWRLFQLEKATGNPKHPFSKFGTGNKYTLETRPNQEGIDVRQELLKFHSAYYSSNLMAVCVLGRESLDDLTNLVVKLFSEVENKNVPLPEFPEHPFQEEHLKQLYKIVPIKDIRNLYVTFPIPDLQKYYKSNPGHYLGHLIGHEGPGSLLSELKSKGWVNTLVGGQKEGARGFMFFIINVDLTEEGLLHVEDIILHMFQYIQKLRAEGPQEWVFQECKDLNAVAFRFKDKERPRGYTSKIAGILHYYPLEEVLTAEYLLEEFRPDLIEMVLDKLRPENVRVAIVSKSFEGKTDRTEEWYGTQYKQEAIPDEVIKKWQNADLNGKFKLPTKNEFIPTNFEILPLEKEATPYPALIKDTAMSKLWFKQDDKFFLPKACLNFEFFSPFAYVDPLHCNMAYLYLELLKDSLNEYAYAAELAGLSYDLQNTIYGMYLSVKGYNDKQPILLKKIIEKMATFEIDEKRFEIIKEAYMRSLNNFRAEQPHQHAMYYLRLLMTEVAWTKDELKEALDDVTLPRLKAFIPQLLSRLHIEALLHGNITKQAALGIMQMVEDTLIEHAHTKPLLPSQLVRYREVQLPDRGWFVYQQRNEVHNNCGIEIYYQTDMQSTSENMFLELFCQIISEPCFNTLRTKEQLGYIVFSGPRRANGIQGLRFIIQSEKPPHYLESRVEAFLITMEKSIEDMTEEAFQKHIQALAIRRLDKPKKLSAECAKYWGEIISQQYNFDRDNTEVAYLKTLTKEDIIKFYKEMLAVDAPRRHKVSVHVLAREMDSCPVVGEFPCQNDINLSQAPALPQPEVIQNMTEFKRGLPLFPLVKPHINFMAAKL
UBC9 SUMO inh: blocks human SUMOylation mediated by UBC9 | inhibition, % at 35 µM | HTRF SUMOylation assay, SAE1/SAE2 + UBC9, in vitro | P63279 | AID 2006 | 0.36% of 290,000 active; in the data active means inhibition above about 50%, passing the limit was not always enough; further: strong numbers were not always called active
MEKK2 WT-MEK5: raises or lowers MEK5 binding to wildtype human MEKK2 PB1 domain. 1.1% of 290,000 active. bead flow cytometry, Alexa488-MEK5 binding to MEKK2 WT; actives lie on both sides. binding response (% of control), % at 10 µM; in the data active means binding response below about 67% or above about 130%
M18AAP inhibitor: PfM18AAP enzyme inhibition; recombinant PfM18AAP, H-Glu-NHMec fluorogenic cleavage; inhibition, % at 7.35 µM; 1.2% of 290,000 active;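 active means inhibition above the campaign mean inhibition over all tested compounds plus 3 SD, cut at about 28% in these data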;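 further: 0% = plate median of test compound wells and 100% = 2 mM ZnCl2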
MEKK2mut PB1 HTS: signal of MEK5 binding to mutant human MEKK2 PB1 domain; 0.35% of 290,000 active; bead flow cytometry, Alexa488-MEK5 binding to MEKK2 mutant; percent response, % at 10 µM; AID 1530; in the data active means percent response above about 24%, passing the limit was not always enough; further: inactives centre near 1; some results filed as inactive read as strong as hits; reference of the scale not given here
MEKK3 PB1 HTS: raises or lowers MEK5 binding to the human MEKK3 PB1 domain; Q99759; bead-based flow cytometry, Alexa488-MEK5 binding to MEKK3; actives lie on both sides; 0 = blocked by unlabeled MEK5, 100 = vehicle; binding response (% of control), % at 10 µM; 1.4% of 290,000 active;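 active means binding response more than 3 SD above or below the average of its plate-row segment, actives on both sides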;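 further: Alexa488 bead fluorescence after subtracting the streptavidin-only scavenger bead signal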
pCIP destab: p/CIP protein destabilization. Q05BA5. F442A p/CIP-EGFP cells, EGFP fluorescence, 16 h. decrease of EGFP signal, % at 10 µM. 0.01% of 290,000 active. AID 1984;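 active means EGFP signal decrease of at least 30% at 10 µM or well 3 SD below plate mean, unless failing retest; inactive means the rest, including hits failing retest or dose response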; further: some compounds called inactive have numbers as strong as hits; many of its hits are not listed in these tables
NALP1 yeast inh: NALP1 inhibition; S. cerevisiae NALP1/ASC/caspase-1 growth, X-gal OD620, 72 h; inhibition, % at 10 µM; AID 2071; 0.61% of 280,000 active; in the data active means inhibition mostly above about 24%, no sharp cut-off; inactive means mostly below about 32%; further: some compounds called inactive have numbers as strong as hits
IDE cell inh: inhibitors of human insulin-degrading enzyme in cells | P14735 | HEK cells, FAbetaB cleavage, fluorescence polarization | inhibition, % at 5.59 µM | 0.41% of 320,000 active | AID 434962;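 active means percent inhibition above the average of all tested compounds plus 3 SD, set per screening campaign, cut at about 16% in these data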;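 further: IDE supplied by intact live HEK cells; FP after avidin binding of uncleaved biotin substrate so inhibition keeps polarization high; 0% = DMSO wells and 100% = 60 µM reference IDE inhibitor Ii1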
The depositor's hits bear a star; x = no result given. A portion of the library; rates above refer to the full screens.

SMILES,IDE act,UBC9 SUMO inh,MEKK2 WT-MEK5,M18AAP inhibitor,MEKK2mut PB1 HTS,MEKK3 PB1 HTS,pCIP destab,NALP1 yeast inh,IDE cell inh
C/C(=N\NC(=O)c1nnn(-c2nonc2N)c1-c1ccccc1)c1cccnc1,6,-3,101,0,1,102,-8,6,x
Cc1cc(C)c(S(=O)(=O)Nc2ccccc2-c2ccccc2)c(C)c1,-4,-3,100,25,12,105,-16,28,-1
CCC1(CC)C(=O)C2=C3C1[C@H](C(=O)OC)C=C(C(=O)OC)C[C@H]3n1c(=O)n(-c3ccccc3)c(=O)n1[C@H]2C (stereo not given in full),3,x,102,x,4,108,x,x,1
O=C(COc1ccccc1Cl)NCCCNC(=O)c1ccncc1,5,6,93,-8,0,99,5,17,6
Cc1noc(C)c1CN(C(=S)NC1CC2CCC1C2)c1ccccc1 (stereo not given),1,-4,95,-9,-4,102,2,18,6
Cc1cc(=O)oc2cc(OCC(=O)N3CCN(c4ccccc4)CC3)c(Cl)cc12,0,5,100,-6,3,102,-5,6,8
O=C(NC1CCCc2c1cnn2-c1ccc(F)cc1F)c1ccccc1N1CCOCC1 (stereo not given),-1,-8,92,9,-8,93,-6,6,0
CN(c1ccc(F)cc1)S(=O)(=O)c1ccc(Cl)c(C(=O)Nc2ccc3c(c2)CCC3)c1,-3,-16,111,-1,1,134*,-12,35,1
CSc1nnc(Cn2c(=O)sc3ccccc32)n1-c1ccccc1C,1,x,107,3,6,106,x,x,-2
CCCNC(=O)C1CC(=O)N(c2ccc(OCC(=O)Nc3cc(C)cc(C)c3)cc2)C1 (stereo not given),0,-2,97,x,-1,97,-7,x,2
COc1ccc(-c2cc(C(=O)Nc3cc(Cl)ccc3O)no2)cc1,3,4,100,0,-4,101,3,14,-2
CCOC(=O)c1cc2cc3ccccc3cc2oc1=O,5,31,102,-2,1,101,-15,8,-6
O=c1[nH]c2ccccc2nc1C(Cl)c1ccccc1 (stereo not given),x,18,98,-15,2,98,-6,16,2
COc1cccc(C(=O)N2CCN(c3ccccn3)CC2)c1,2,10,101,-8,0,98,-1,19,-5
COc1ccc(C)cc1-n1c(SCC(=O)Nc2cc(C)on2)nc2sc(C)c(C)c2c1=O,8,-16,101,-1,3,103,2,1,0
COc1ccc(NC(=O)c2ccc(F)c(F)c2)c2ccccc12,-2,-5,102,-2,4,101,-12,30,-3
CC(C)COC(=O)N1C[C@H](O)C[C@H]1C(=O)Nc1ccc(Cl)cc1,1,9,106,-1,10,105,1,-2,3
Cc1ccc(S(=O)(=O)N2CCC(=O)N(C(CO)C(C)C)CC2)cc1 (stereo not given),3,-8,88,-2,1,99,-16,22,3
O=C(CNC(=O)c1ccccc1)Oc1ccc([N+](=O)[O-])cc1,3,12,101,7,0,100,-14,-11,-2
CC(NC(=O)C(=O)NN=C1CCCCCCCCCCC1)c1ccccc1 (stereo not given),1,8,101,2,0,101,-5,22,1
COc1ccc(-c2cc3c(=O)n(CC(=O)NCCCc4ccccc4)ncn3n2)cc1,-1,17,96,-6,-8,99,1,-81,0
CC1CCN(C(=O)c2ccc3c(c2NCCO)C(=O)c2ccccc2C3=O)CC1,6,-16,103,1,0,96,-4,4,-4
O=C(CSCC(=O)N1CCCCC1)OCC(=O)c1c[nH]c2ccccc12,4,-6,100,2,8,99,10,3,11
COC(=O)c1cc(OC(=O)c2ccc(=O)[nH]c2)cc(C(=O)OC)c1,5,-7,103,11,5,100,7,6,-2
O=C(CCN1C(=O)C2CC=C(Cl)CC2C1=O)NCc1ccco1 (stereo not given),-2,18,101,-2,1,99,-3,19,8
Cc1csc(=O)n1CCC(=O)O,11,1,107,4,3,108,11,21,4
CCn1nc(C)c(C(=O)Nc2cc(Oc3cc(C)cc(C)c3)cc([N+](=O)[O-])c2)c1C,4,-13,104,0,-1,100,-10,21,3
CCOc1ccccc1-c1cc(C(=O)N2CCOCC2)c2ccccc2n1,6,17,103,-1,5,102,-2,1,2
Cc1csc(NC(=O)CSc2ccc(-c3ccccc3)nn2)n1,2,-7,101,-7,0,108,-13,-24,13
Cc1ccc2nc(/C=C/c3cccc(F)c3)ccc2c1,3,-7,96,5,-2,99,-2,37,8

Brought forward from above: 3 compounds, followed by the next part.
SMILES,IDE act,UBC9 SUMO inh,MEKK2 WT-MEK5,M18AAP inhibitor,MEKK2mut PB1 HTS,MEKK3 PB1 HTS,pCIP destab,NALP1 yeast inh,IDE cell inh
CCOc1ccccc1-c1cc(C(=O)N2CCOCC2)c2ccccc2n1,6,17,103,-1,5,102,-2,1,2
Cc1csc(NC(=O)CSc2ccc(-c3ccccc3)nn2)n1,2,-7,101,-7,0,108,-13,-24,13
Cc1ccc2nc(/C=C/c3cccc(F)c3)ccc2c1,3,-7,96,5,-2,99,-2,37,8
CC1(c2ccccc2)NC(=O)N(CC(=O)NCc2ccc3c(c2)OCO3)C1=O (stereo not given),-1,-3,98,8,0,98,-2,8,3
Cc1ccc(N(CC(=O)NC2CCCC2)C(=O)Cn2nnc(-c3ccccc3F)n2)cc1,1,1,97,-1,-1,99,-20,-2,0
CCc1ccc(-c2cc(C)no2)cc1S(=O)(=O)NCCCN1CCN(c2ccccc2)CC1,-10,2,113,-6,7,101,-7,-9,11
COC(=O)[C@@]1(Cc2ccc(OC)cc2)[C@H]2c3cc(C(=O)N(C)C)n(Cc4ccc(OC(F)(F)F)cc4)c3C[C@H]2CN1C(=O)c1ccccc1,x,-43,98,2,-4,96,-7,39,1
Cn1c(N)c(C(=O)COC(=O)CCCc2c[nH]c3ccccc23)c(=O)n(C)c1=O,-4,-1,93,7,-2,96,-8,24,5
O=C(CSc1nnc(-c2cccs2)n1-c1ccccc1)NCC1CCCO1 (stereo not given),0,-8,101,-1,-1,99,-2,x,7
Cc1ccccc1NC(=S)N(C)Cc1cn(C)c2ccccc12,1,-11,101,3,-2,99,-11,-32,3
CC(C)CNC(=O)COC(=O)c1ccccc1SCC(=O)NCC(C)C,3,1,93,2,-9,100,8,16,-3
Cc1cc(/C=C2\C(=N)N3N=CSC3=NC2=O)c(C)n1Cc1ccccc1,5,23,99,5,0,107,-6,19,4
COc1cccc(Nc2nc(N)nc(C(F)(F)F)n2)c1,6,3,78,-3,-11,76,-9,1,-1
CC(=O)Nc1ccc([N+](=O)[O-])cn1,4,19,106,2,7,102,0,4,-1
O=[N+]([O-])c1ccc(N2CCN(S(=O)(=O)c3ccccc3)CC2)cc1NCc1ccco1,x,8,104,-7,13,99,6,13,5
CC(C)C(NC(=O)OCc1ccccc1)C(=O)OCC(=O)NC1CC1 (stereo not given),3,2,94,-6,0,97,-8,14,-1
CC(=O)Nc1ccc(-c2csc(NC(=O)Cc3cccc(F)c3)n2)cc1,2,-4,97,-2,-3,102,-10,18,4
CCC(O)CNc1nc(SC)nc2sc3c(c12)CCN(C)C3 (stereo not given),3,26,104,7,14,103,-2,-15,5
O=C(O)CCCn1cc(NC(=O)COc2ccc([N+](=O)[O-])cc2)cn1,3,-2,102,18,2,102,-2,-5,1
Cc1ccc(C(C)C)c(OCCSc2nc3ccccc3n2CC(=O)O)c1,0,30,98,-9,1,103,-8,4,-2
COc1ccc([N+](=O)[O-])cc1NC(=O)CSCc1cc(C)cc(C)c1,1,-17,108,3,-2,105,1,34,0
O=C(O)c1cccc(C(=O)O)c1,1,6,103,1,0,99,-5,12,-2
Cc1nn2c(nc(N3CCCCC3)c3ccccc32)c1C=O,-1,-2,99,0,-2,104,-25,19,4
COc1ccc(-c2coc3c(CN4CCCCC4C)c(O)ccc3c2=O)cc1 (stereo not given),4,36,104,-11,2,105,3,-75,3
O=C(Nc1ccc(Br)cn1)c1cccc2c1-c1ccccc1C2=O,-3,25,97,5,1,103,13,5,1
COc1cccc(C(=O)N2CCN(C3CCN(Cc4ccccc4)CC3)CC2)c1OC,-1,13,89,-14,-16,92,1,x,0
Cc1ccc2nc(-c3ccccn3)oc2c1,5,19,101,6,4,99,-5,5,6
COc1ccccc1N1CCN(c2nc(C)cc(=O)[nH]2)CC1,2,x,107,-1,2,104,x,x,7
Cc1ccc(NC(=O)CSCC#N)cc1Cl,4,12,100,-2,0,103,3,25,3
COc1cccc(NC(=O)Nc2cc(C)ccc2OC)c1,-5,-4,104,6,1,108,12,1,5
CCN(CC)S(=O)(=O)c1ccc(Nc2nc3ccccc3n3nnnc23)cc1,4,10,98,-4,10,108,-7,8,1
O=C(CN1CCCCC1)N1CCc2ccccc21,3,2,102,3,18,106,-7,6,3
COc1ccc(S(=O)(=O)NCCN2CCOCC2)c2ccccc12,2,3,100,3,-1,101,-4,-1,-4
COc1ccccc1OCCSc1nc2ccccc2c(=O)[nH]1,0,1,107,-3,3,107,6,-21,4
Cc1cccc(CSc2nnc([C@@H]3CCCN3C(=O)OC(C)(C)C)o2)c1,4,3,98,0,-3,101,-3,34,-8
CCc1cc(C(=O)COc2ccccc2F)c(O)cc1O,3,15,93,-4,-3,98,-2,-6,-6
c1ccc(Oc2ncnc3oc(-c4ccccc4)cc23)cc1,1,-12,99,5,8,99,5,1,1
Cc1ccc(N/N=C2\CC(=O)c3ccccc32)cc1Cl,x,57,95,2,-1,99,-8,14,2
CSCCC(NC(=O)c1cc(CC(C)C)oc1C)C(=O)O (stereo not given),0,15,x,-18,x,x,-2,-9,1
COCCn1c(SCC(=O)Nc2ccc(OC)c(S(N)(=O)=O)c2)nc2ccccc21,6,20,100,7,2,99,-11,10,-4
Cn1c(=O)c2c(nc(CN3CCN(c4ccccc4F)CC3)n2CCN2CCOCC2)n(C)c1=O,4,-7,102,1,-7,98,3,37,1
CC(=O)OCCn1c(C)[n+](CCOC(C)=O)c2cc(Cl)c(Cl)cc21,-2,4,94,-3,-2,101,2,37,0
Cc1cc(C)cc(NC(=O)CCC(=O)Nc2cc(C)on2)c1,1,13,100,1,3,98,-22,-25,-2
C=CCNC(=O)Cc1c(OC)ccc2cc(Br)ccc12,0,9,94,-8,-2,96,6,23,1
CCn1ncc(CNC(=O)C2(C)CC2(Br)Br)c1C (stereo not given),2,0,93,-4,-4,87,-4,21,-4
CCN(CC)CCn1c(SCC(=O)NCc2ccco2)nc2c(sc3ccccc32)c1=O,-1,18,112,12,5,104,-13,19,-8
CCC(=O)Nc1cc(C(=O)OCC(=O)c2ccc(Cl)cc2Cl)ccc1C,2,-8,127,-3,21,119,-2,8,3
Cc1cc2c(cc1C)NC(CC(=O)NCc1ccccc1)C(=O)N2 (stereo not given),-3,-20,107,7,6,109,4,3,-2
Cc1cc(C)c(NC(=O)CCCN2CCN(C)CC2)c(C)c1,3,16,105,-8,4,103,-14,8,0
CCc1c(C)nc(SCC(=O)N2CCCCC2C)[nH]c1=O (stereo not given),4,1,98,4,4,102,7,1,5
O=C(NCC1(c2ccccc2)CCCC1)c1ccc(Br)o1,-2,-6,104,-11,0,129,-9,44,1
O=C(CN1CCN(c2ccc([N+](=O)[O-])cc2)CC1)c1ccccc1,0,22,104,-1,2,104,-7,7,-1
